# Bioassay records as filed in PubChem.
# TDP43 rescue = TDP-43 toxicity inhibition in yeast; TDP-43 expressing yeast growth rescue, BacTiter-Glo, 24 h; 1.8% of 410,000 active; Potency, µM (titrated, usually from 46.1 µM), for the others: top-dose growth rescue (activation), most hits filed as activators; AID 652104; note: potency is the fitted concentration of half-maximal effect; % of control where 0% means no effect; nearly all actives have a fitted effect of over 50% in size
#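 Growth rescue of TDP-43-toxic yeast measured as ATP luminescence (BacTiter-Glo). Cells grown to mid-log in raffinose, induced in galactose at OD600=0.02, exposed to compound 24 hr at 30 deg C.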
# aSyn yeast inh = alpha-synuclein toxicity inhibition in yeast. Yeast expressing alpha-synuclein, growth rescue, BacTiter-Glo, 24 h. Potency, µM (doses to about 46.1 µM), for the others: top-dose growth rescue (activation), usual class: activators. 0.14% of 370,000 active. AID 652106; note: potency is the fitted concentration of half-maximal effect; % of control where 0% means no effect; nearly all actives have a fitted effect of over 65% in size
#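 Readout is rescue of growth in alpha-synuclein-expressing yeast, so inhibitors of toxicity appear as activators. Growth after 24 hr at 30 deg C in galactose medium is quantified by luminescence.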
# FUS suppressor = FUS proteinopathy suppression in yeast; S. cerevisiae FUS-expressing, growth rescue, OD600, 24 h; Potency, µM (titrated, usually from 76.6 µM), for inactives: top-dose growth rescue (activation), actives largely listed as activators; 0.24% of 390,000 active;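 note: potency is the fitted concentration of half-maximal effect; plate controls were DMSO vehicle for no effect and reference control for full effect; nearly all actives have a fitted effect of over 55% in size; some results filed as inactive show a strong effect at the top dose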
#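 Compound concentration series was pinned onto galactose-induced FUS-expressing yeast seeded at OD 0.005. Plates sat 24hr at 30C; absorbance at 600 nm gave growth. DMSO served as background control.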
# GLP1R ag = activates the human GLP-1 receptor | P43220 | HEK293 GLP-1R CRE-luciferase, luminescence, 4-6 h; cells express a hypersensitive GLP-1R form | Potency, µM (top dose mostly 45.6 µM), inactives show at the highest dose activation, actives largely listed as activators | 0.007% of 380,000 active; note: potency is the fitted concentration of half-maximal effect; % of control where 0% means no effect
# Target sequence (P43220 whole entry, looked up): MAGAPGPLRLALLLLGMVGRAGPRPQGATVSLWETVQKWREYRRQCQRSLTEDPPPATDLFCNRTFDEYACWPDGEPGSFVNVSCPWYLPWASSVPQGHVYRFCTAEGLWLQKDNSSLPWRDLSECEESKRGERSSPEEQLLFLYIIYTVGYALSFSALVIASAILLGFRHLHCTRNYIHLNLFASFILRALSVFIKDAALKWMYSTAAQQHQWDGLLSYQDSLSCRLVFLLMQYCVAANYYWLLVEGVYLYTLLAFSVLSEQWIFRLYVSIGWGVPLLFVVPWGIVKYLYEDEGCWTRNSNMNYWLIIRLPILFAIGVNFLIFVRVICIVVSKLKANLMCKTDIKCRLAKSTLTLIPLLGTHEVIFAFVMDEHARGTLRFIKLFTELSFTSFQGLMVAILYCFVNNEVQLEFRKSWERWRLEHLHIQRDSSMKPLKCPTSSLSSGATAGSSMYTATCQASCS
# pAkt inh = blocks phosphorylation of Akt; activity change, % for hits at 50 µM; AID 651550; Neuro2A IGF-stimulated pAkt S473 HTRF, 20 min; active compounds read low; 0.32% of 360,000 active; in the data active = activity change below about -80%; inconclusive = mostly about -51% to -80%; note: % is set by controls: 0 for no effect and ±100 for the full control effect
#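 Single-point screen (50 µM final compound) in Neuro2A cells stimulated 20 min with 6 nM IGF at 37 deg C. After lysis, Ser473-phosphorylated Akt read by HTRF (ex 330 nm, em 615/665 nm) as the 665/615 ratio.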
# Abeta rescue = A-beta toxicity reversal in yeast. yeast expressing A-beta42, growth rescue, OD600, 48 h; response scale: 0% DMSO, 100% iron-clioquinol control. Potency, µM (titrated, usually from 46.1 µM), inactives show at the top dose growth rescue, hits mostly activators. 0.063% of 410,000 active; note: potency is the fitted concentration of half-maximal effect; nearly all actives have a fitted effect of over 55% in size
#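 Yeast growth medium received pinned compounds, then yeast cells expressing toxic A-beta were added; plates incubated at 30 C for 48 hr. Growth read as absorbance at 600 nm, normalized to DMSO and equimolar FeCl3 plus clioquinol controls.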
# D3 antag = D3 dopamine receptor (human) antagonism; max response, negative = inhibition, %; P35462; AID 652054; 2.5% of 360,000 active; D3R cells, DiscoveRx beta-arrestin luminescence, antagonist mode; active compounds read low; in the data active = max response below about -50%; inconclusive = no clear call, values can overlap the other calls; note: % is set by controls: 0 for no effect and ±100 for the full control effect; mostly tested at two doses, the higher about 12 µM
# Target sequence (P35462 whole entry, looked up): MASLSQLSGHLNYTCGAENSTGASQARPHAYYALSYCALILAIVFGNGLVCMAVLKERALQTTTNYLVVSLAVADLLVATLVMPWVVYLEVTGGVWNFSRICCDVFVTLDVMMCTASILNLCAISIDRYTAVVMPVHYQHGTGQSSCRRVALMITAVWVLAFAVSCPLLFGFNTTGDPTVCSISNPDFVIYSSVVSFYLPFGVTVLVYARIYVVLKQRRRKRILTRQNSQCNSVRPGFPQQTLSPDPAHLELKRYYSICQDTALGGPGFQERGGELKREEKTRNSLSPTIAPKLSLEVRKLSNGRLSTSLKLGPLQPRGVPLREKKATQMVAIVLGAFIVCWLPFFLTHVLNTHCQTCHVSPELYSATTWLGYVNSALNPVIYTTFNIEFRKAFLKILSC
#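 Cells expressing the human receptor were seeded at 1500 cells/well, incubated overnight at 37 degrees C in 5% CO2, then exposed to library compounds with dopamine controls for 90 minutes at 37 degrees C before luminescent detection.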
# GLP1R inv ag = GLP-1 receptor (human) inverse agonism; P43220; HEK293 GLP-1R CRE-luciferase, luminescence, 24 h; GLP-1R form is constitutively active; Potency, µM (top dose mostly 38.3 µM), without a hit: at the highest dose activity change, negative = inhibition, most hits filed as inhibitors; 1.6% of 410,000 active; note: potency is the fitted concentration of half-maximal effect; % is set by controls: 0 for no effect and ±100 for the full control effect; nearly all actives have a fitted effect of over 55% in size
#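 Inverse agonism was detected as reduced cAMP-driven luciferase luminescence after 24 h compound treatment. The cells were HEK293 clones expressing constitutively active human GLP-1R with the reporter. Reporter-only and GPR119 cell lines served as counterscreen controls.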
# PTHR1 ag = activates the human parathyroid hormone receptor PTHR1 | HEK293 GP2 PTHR1 cells, GloSensor cAMP luminescence, 1 h | AID 743266 | 0.075% of 410,000 active | Potency, µM (highest dose often 115 µM), for inactives: top-dose activation, actives largely listed as activators; note: potency is the fitted concentration of half-maximal effect; nearly all actives have a fitted effect of over 55% in size; some results filed as inactive show a strong effect at the top dose; inactives centre near -15; many of its hits are not listed in these tables
#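 HEK-293-derived GP2 cells expressing PTHR1 and a GloSensor cAMP reporter, 3,000/well, plated overnight, given luciferin plus IBMX (each 0.5 mM as added) for 1 h at 37 °C, then compound for 1 h at 37 °C. Luminescence was read after 15 min at room temperature.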
# An asterisk follows results filed as active; i = inactive; ? = inconclusive; / = not tested or not shown; & = joins results of further samples; [ ] = another dose, or the depositor's remark. Unless noted, calls come from the whole dose curve; as a rule, active = well fitted curve in the direction sought with a large enough effect; inconclusive = small, poorly fitted or top-dose-only effect, or another doubt; inactive = no such curve, though single readings can be large; an effect the other way counts as inactive or inconclusive.
SMILES,TDP43 rescue,aSyn yeast inh,FUS suppressor,GLP1R ag,pAkt inh,Abeta rescue,D3 antag,GLP1R inv ag,PTHR1 ag
CCc1cc2c(=O)[nH]c(-c3ccccn3)nc2s1,?,18µM*,/,-2%,i,?,-68*,?,i
Cc1cc(NC(=O)CSc2n[nH]c(=O)[nH]c2=O)ccc1Br,4%,1%,-13%,-2%,i,-2%,-2,-1%,i
O=C(O)c1cccc(Nc2nc(-c3cccnc3)nc3ccccc23)c1,0%,7%,24%,0%,i,2%,7,50%[activator],-23%
CCNC(=S)N/N=C(\C)c1ccc(Cl)s1,?,0%,/,20%,i,0%,19,?,-20%
CC(C)CNC(=O)NC(=O)COC(=O)C1CSC2(c3ccc(F)cc3)CCC(=O)N12 (stereo unspecified),-1%,2%,43%,6%,i,6%,-27,-3%,-5%
CCn1nc(C)cc1-c1n[nH]c(=S)n1N,-8%,-6%,-13%,1%,i,13%,39,10%,-4%[57.5 µM]
CCOC(=O)[C@H]1[C@H]2COc3ccc(OC)cc3[C@@H]2N2C(=O)CN(CC3CCCO3)C(=O)[C@@]12C (stereo partly specified),12%,2%,-5%,7%,i,7%,12,21%,-18%
CC(C)OC(=O)CSc1nc2ncc(Cl)cc2[nH]1,-20%,-3%,46%,0%,i,-5%,9,8%,i
CCC(=O)Nc1nnc(C(C)(C)C)s1,6%,-5%,25%,-6%,i,-6%,7,0%,i
CN(C)CCn1c(COc2ccccc2)nc2ccccc21,4%,7%,0%,6%,i,-8%,-16,-6%,i
COc1ccc(-n2cc(C(=O)OCc3ccc(F)c(F)c3)c3ccccc3c2=O)cc1,4%,/,8%,/,/,-14%,/,-6%,?
CCOC(=O)C1(C)C=C(Nc2ccc(OCC)cc2)C(=O)N1c1ccccc1 (stereo unspecified),9%,0%,-3%,3%,i,6%,0,1%,-8%
O=C(CCNS(=O)(=O)c1c(Cl)cccc1Cl)OCC(=O)c1ccccc1F,8%,5%,-8%,-5%,i,14%,13,12%,-11%
O=C(CCSc1nnnn1-c1ccccc1)N1CCOCC1,-3%,-1%,26%,-5%,i,7%,9,13%,i
CCN(CC(=O)Nc1cc(Cl)ccc1OC)CC(=O)NC1CCS(=O)(=O)C1 (stereo unspecified),21%,7%,-4%,1%,i,18%,-3,13%,-50%[inhibitor]
COC(=O)c1ccc(C2/C(=C(/O)c3ccc(OC)cc3)C(=O)C(=O)N2c2cc(C)on2)cc1 (stereo unspecified),-8%,8%,18%,-8%,i,-22%,-12,1%,-3%[57.5 µM]
CCCn1c(SCC(=O)Nc2cc(S(=O)(=O)N3CCOCC3)ccc2OC)n[nH]c1=O,4%,-8%,/,2%,i,-14%,27,20%,i
Cc1nc(N(C)Cc2ccccc2)c2nnn(Cc3ccccc3)c2n1,20%,-7%,38%,-1%,i,-7%,?,?,-13%[57.5 µM]
CC(=O)c1cc(C(=O)Nc2ccccc2C(=O)O)oc1C,5%,3%,-5%,1%,i,4%,-11,1%,i
CCOc1cc(C)c(S(=O)(=O)Nc2ccc(Cl)cn2)cc1C,-10%,6%,10%,0%,i,18%,26,0%,?
CC(NCc1ccccc1Cl)C(=O)Nc1ccc(S(=O)(=O)N2CCCC2)cc1 (stereo unspecified),9%,4%,-3%,2%,i,8%,0,-23%,-10%
COc1ccc2nc(NNC(=O)C3COc4ccccc4O3)sc2c1 (stereo unspecified),?,1%,-7%,10%,i,11%,-17,-12%,i
CN=CC1=C(O)C(C(=O)OC)C(C)(C)CC1=O (stereo unspecified),-8%,3%,-16%,0%,i,-8%,9,48%[activator],-21%
CCN1CCN(Cc2ccc(NC(=O)c3ccc(C)c(NC(=O)C[C@@H]4NC(=O)[C@H](Cc5ccccc5)NC4=O)c3)cc2C(F)(F)F)CC1,16%&-6%,-4%&-4%,0%&2%,-1%&-3%,i,6%&-9%,?,1%&1%,-16%&8%
Cc1cccc(-c2nnc(SCC(=O)N3CCCC3)o2)c1,3%,-3%,9%,14%,i,-1%,-9,-5%,-16%
SMILES,TDP43 rescue,aSyn yeast inh,FUS suppressor,GLP1R ag,pAkt inh,Abeta rescue,D3 antag,GLP1R inv ag,PTHR1 ag
CC(=O)c1cccc(NC(=O)Nc2c(C)n(C)n(-c3ccccc3)c2=O)c1,-40%[inhibitor],/,-8%,/,/,-22%,/,2%,?
C#CCNC(=O)c1ccc2sc([C@@H]3O[C@H](CO)[C@H](O)[C@H](O)[C@H]3O)nc2c1,22%,0%,-19%,-3%,i,1%,-9,4%,-17%
COc1ccc(CC(=O)NCc2cccc(CNC(=O)Cc3ccc(OC)c(OC)c3)c2)cc1OC,17%,2%,27%,10%,i,6%,9,14%,i
CCCc1nnc(NC(=O)C(C)N2C(=O)C3C4C=CC(C4)C3C2=O)s1 (stereo unspecified),-6%,1%,2%,-8%,i,-5%,15,-5%,i
Cc1ccc(-c2cn3c(n2)sc2cc(C(=O)NCCC4=CCCCC4)ccc23)c(C)c1,12%[9.22 µM],/,-17%,/,/,4%,/,29%,i
CCOc1ccc(OCC(=O)Nc2ccc(OC)cc2)cc1,11%,-3%,-4%,-2%,i,4%,-17,-1%,i
CN(C)C=Nc1ccc(Cl)c(Cl)c1,-5%,3%,1%,3%,i,-2%,-8,-10%,i
COc1ccccc1CN1C(=O)c2ccncc2C1=O,-10%,-1%,17%,-5%,i,6%,-3,4%,i
CCC(=O)NC(=S)Nc1cc(C(=O)O)ccc1OC,-14%,0%,7%,3%,i,3%,11,11%,i
Cc1ccc(S(=O)(=O)Nc2ccccc2N=Cc2c(F)c(F)c(F)c(F)c2F)cc1,?,5%,/,-1%,i,12%,-9,5%,i
C=CCSc1nc(C)cc(C(=O)OCC)c1C#N,?,-7%,-8%,23%,i,-10%,13,19%,i
CCOc1ccc(N2C(=O)CC(NNc3nc4ccccc4s3)C2=O)cc1 (stereo unspecified),18%,10%,14%,-9%,i,?,11,-12%,-16%
COc1ccc(OC2CCN(S(=O)(=O)c3ccc(OC)cc3)CC2)cc1,8%&-17%,11%,?,5%,i,-11%&-19%,-15,10µM*,-14%&-70%
CCCN(c1ccc(C(C)C)cc1)S(=O)(=O)c1c(C)[nH]c(=O)[nH]c1=O,-7%,-8%,6%,16%,i,-1%,-19,5%,-18%[57.5 µM]
COc1ccc(NC(=S)N/N=C2/CCCc3c(C)cc(C)cc32)cc1,-2%,0%,18%,5%,i,15%,-10,6%,i
Cc1nc2ccc(S(=O)(=O)NC(C(=O)N3CCN(c4ccc(Cl)cc4)CC3)C(C)C)cc2s1 (stereo unspecified),?,/,30%,-2%,/,-3%,/,6%,-25%
CCc1ccc(S(=O)(=O)Nc2cccc(-c3ccc(N4CCCCC4)nn3)c2)s1,18%,/,?,/,/,-2%,/,?,-10%
COc1ccc(NS(=O)(=O)c2ccc3ccccc3c2)c2ncccc12,?,?,-4%,7%,i,4.5µM*,?,15%,-10%
CCOc1ccccc1OCCOc1ccccc1CC,20%,-5%,-6%,-4%,i,2%,-3,?,i

# Some of the compounds tested. The share of hits here may be higher or lower than overall.
